High-throughput results from PubChem BioAssay.
SIRT5 block: sirtuin-5 (human) deacylase inhibition | AID 652115 | Purified SirT5, succinyl-peptide AMC, trypsin-coupled fluorescence | 330,000 tested, 1.1% active | inhibition, % at 15 µM; in the data active = inhibition above about 15%
Target sequence (Q9NXA8 whole entry, looked up): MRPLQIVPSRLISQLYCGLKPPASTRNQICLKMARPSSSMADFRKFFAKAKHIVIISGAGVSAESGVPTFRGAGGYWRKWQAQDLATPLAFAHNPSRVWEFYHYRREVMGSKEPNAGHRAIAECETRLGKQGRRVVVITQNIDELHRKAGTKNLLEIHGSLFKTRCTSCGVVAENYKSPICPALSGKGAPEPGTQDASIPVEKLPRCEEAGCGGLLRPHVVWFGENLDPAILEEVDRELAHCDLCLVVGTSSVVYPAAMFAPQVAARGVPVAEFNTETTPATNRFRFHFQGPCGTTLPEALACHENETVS
LGR2 inh: Drosophila LGR2 receptor signaling inhibition | inhibition, % at 9.99 µM | 380,000 tested, 0.35% active | AID 720647 | HEK293 LGR2, CRE-luciferase, bursicon-stimulated, 4 h;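 active = drop in luminescence signal, shown as inhibition above about 50% in the replicate tests, limit read from the data, passing the limit was not always enough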;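 also: agonist challenge used bursicon conditioned medium at about half maximal strength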
CASP6 VEID inh: blocks human caspase-6 cleavage activity; inhibition, % at 12.5 µM; 350,000 tested, 0.53% active; purified caspase-6, Z-VEID-R110 cleavage fluorescence; P55212;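 active = mean inhibition across replicates at least about 35%, with every replicate also reaching that limit, limit read from the data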;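 also: 0% = median of neutral control wells and 100% = no fluorescence left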
Target sequence (P55212 24-179 limits assumed): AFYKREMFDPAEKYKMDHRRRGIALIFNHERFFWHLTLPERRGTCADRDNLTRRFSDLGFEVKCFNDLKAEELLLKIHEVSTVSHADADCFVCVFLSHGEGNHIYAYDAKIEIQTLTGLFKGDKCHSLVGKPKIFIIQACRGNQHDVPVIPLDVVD
Target sequence (P55212 194-293 limits assumed): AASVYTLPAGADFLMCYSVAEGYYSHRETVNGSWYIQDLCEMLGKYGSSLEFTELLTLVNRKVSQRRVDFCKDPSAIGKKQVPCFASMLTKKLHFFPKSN
C2C12 statin: suppression of simvastatin myotoxicity. 330,000 tested, 0.78% active. C2C12 myotubes + simvastatin, ATP luminescence, 48 h; scaled: DMSO 0, geranylgeraniol control 100. rescue of ATP level, % at 7.49 µM. AID 602340;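 active = mean ATP rescue above about 67%, or every replicate alone reaching that limit, limit read from the data, passing the limit was not always enough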;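 also: myotubes were challenged with 10 µM simvastatin during compound exposure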
FN deposition inh: fibronectin deposition inhibition; AH1F fibroblasts, Alexa488-fibronectin deposition fluorescence, overnight; AID 743247; inhibition, % at 12.6 µM; 350,000 tested, 0.086% active;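 active = mean inhibition across replicates of 30% or more, regardless of how many single replicates reach that level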;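 also: positive control wells lacked labelled fibronectin entirely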
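Material: AH1F fibroblasts assembling fluorescent fibronectin matrix; amount: 10000 AH1F cells/well; medium: DMEM, 2% serum; reagent: Alexa488-fibronectin, 24 nM final in well; dosing: single compound dose, delivered by pin transfer; incubation: 1 h adhesion, overnight exposure; detection: fluorescence after three HBSS washes, excitation 485 nm, emission 525 nm; measure: fibronectin deposition inhibition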
S100A4 inh HTS: blocks human S100A4 binding to myosin IIA peptide; P26447; S100A4/TAMRA-MyoIIA peptide fluorescence polarization; inhibition, % at 10.7 µM; 360,000 tested, 0.14% active; AID 652163;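 active = mean inhibition of at least 70% across replicates, with every replicate also reaching that level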
Target sequence (P26447 whole entry, looked up): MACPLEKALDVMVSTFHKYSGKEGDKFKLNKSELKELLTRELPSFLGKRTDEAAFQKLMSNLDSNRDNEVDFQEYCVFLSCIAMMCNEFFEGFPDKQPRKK
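System – human S100A4 monomer protein, biochemical binding assay · Buffer or medium – Calcium-containing HEPES buffer, pH 7.2 · Timing – 5 min between mix addition and reading · Also added – TAMRA-labelled myosin IIA heavy-chain peptide probe, 5 nM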
esBAF inh: blocks esBAF chromatin remodeling in mouse ES cells. Bmi1-luciferase knock-in reporter, 24 h; 100% = twice the neutral-well signal. reporter increase, % at 12.5 µM. 350,000 tested, 2% active. AID 602393; in the data active = activation above about 40%;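 also: 0% = median of the plate's neutral control wells and 100% = double that signal; a rise in the Bmi1 reporter signal indicates esBAF inhibition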
Active calls of the source: *; . = no result given; & = joins results of further samples.

Results follow in this order: CASP6 VEID inh, esBAF inh, SIRT5 block, C2C12 statin, LGR2 inh, FN deposition inh, S100A4 inh HTS
1. Cc1ccc(S(=O)(=O)N(C)C)cc1NC(=O)c1sccc1Cl
 : 2.9, -7.1, 0.8, 1.5, -2.5, 6.3, -0.2
2. O=C(NCC(F)(F)F)[C@H]1[C@H](CO)[C@H]2Cn3c(cccc3=O)[C@H]2N1C(=O)c1ccccc1F
 : -0.6, -3.1, 2.4, -4.7, 7.5, ., -25.9
3. COc1ccc(S(=O)(=O)Nc2ccc3c(c2)C(=O)N([C@@H](C)CO)C[C@H](C)[C@@H](CN(C)S(=O)(=O)c2ccccc2)OCCCC[C@@H](C)O3)cc1
 : ., ., 20.8*, ., 3.6, ., 7.4
4. CCN1CCCC1CNS(=O)(=O)c1ccc(Cl)c(C(F)(F)F)c1 (configuration not stated)
 : 6.0, -7.2, -6.6, -5.9, -1.0, 0.8, -4.9
5. Nc1nonc1-n1nnc(C(=O)N/N=C/c2cccc(Cl)c2)c1CN1CCCC1
 : 3.5, 3.4, ., -9.4, 1.2, -2.5, 1.0
6. CN(C)c1ccc2c(c1)[C@H]1C[C@@H](CC(=O)N3CCCCC3)O[C@@H](CO)[C@H]1O2
 : 22.3, ., -0.4, ., 13.9, -2.0, -11.9
7. COc1ccc(-c2ccc3c(c2)[C@H]2[C@H](CCN2S(=O)(=O)C2=NC(C)C=N2)[C@@H](CO)N3C)cc1 (some centres not stated)
 : -4.0, -6.2, -0.5, 45.3, -4.4, -4.9, -12.5
8. CC(C)[C@H](NC(=O)[C@@H]1Cc2ccccc2CN1C(=O)OC(C)(C)C)C(=O)NCC1CCCO1 (some centres not stated)
 : 2.0, 0.1, -3.2, -13.7, 16.5, -8.5, 2.4
9. Cc1ccc(S(=O)(=O)NNC(=O)c2ccc(O)cc2)cc1
 : -0.2, ., -0.5, ., -4.2, 2.9, 4.3
10. C[C@H](CO)N1C[C@H](C)[C@@H](CN(C)Cc2ccc(Cl)c(Cl)c2)Oc2ccc(NS(=O)(=O)c3cn(C)cn3)cc2C1=O
 : 6.6, 8.6, -3.2, 23.5, -3.9, ., -3.8
11. Cc1ccc(S(=O)(=O)N(C)C[C@@H]2OCCCC[C@H](C)Oc3ccc(NC(=O)Nc4c(C)noc4C)cc3C(=O)N([C@H](C)CO)C[C@@H]2C)cc1
 : 0.3, 2.7, 2.7, ., 2.2, 4.4, 14.2
12. Cc1ccc(OCC(=O)N2CCN(C(=O)Cc3ccccc3)CC2)cc1
 : -0.9, -5.2, -1.2, 6.8, 12.2, ., -2.9
13. COc1ccc(NC(=O)O/N=C/c2c(C)nn(C(C)(C)C)c2C)cc1
 : 2.8, 14.3, -3.7, -0.5, ., 5.9, -4.7
14. Cc1ccc(-n2ncc3c(=O)n(CC(=O)NCc4ccco4)cnc32)cc1C
 : 0.8, 8.0, ., -39.5, -9.3, 5.8, 4.2
15. CO[C@@H](CN(C)C(=O)c1ccccc1F)[C@@H](C)CN([C@@H](C)CO)S(=O)(=O)c1ccc(F)cc1
 : -0.3, -2.7, -1.4, 0.4, 10.4, 7.6, 1.9
16. Cc1cccc(-n2c(C)cc(/C=C3/C(=N)N4C(c5ccccc5)=CSC4=NC3=O)c2C)c1
 : 1.3, ., -5.5, ., ., -2.6, -11.5
17. CNC(=O)Cn1c(C)cc(=O)c2cccc(C)c21
 : -1.4, ., -4.9, ., 13.1, 0.7, -3.5
18. CCC(Oc1ccccc1)C(=O)Nc1ccc(-c2nnc(-c3ccco3)o2)cc1 (configuration not stated)
 : ., 8.8, ., 16.4, ., -1.1, .
19. CCN1CCN(CCn2c(=S)[nH]c3cc4c(cc3c2=O)OCO4)CC1
 : ., 0.8, ., 0.1, ., -126.0, .
20. CCOc1ccccc1CN1CCC(Oc2ccc(C(=O)NCc3ccccn3)cc2)CC1
 : -3.6, -15.7, 1.5, -6.4, 2.1, -7.3, -2.7
21. CC(=O)Nc1ccc(CN2CCN(CC(C)C)C(CCO)C2)cc1 (configuration not stated)
 : 0.7, ., -2.3, ., 16.5, 0.9, 3.0
22. CC(OC(=O)CCc1ccccc1)C(=O)Nc1ncc(Cl)cc1Cl (configuration not stated)
 : 0.6, ., -3.3, ., 5.0, 3.3, -1.0
23. C/C(Cn1nnc2ccccc21)=N\NC(=O)c1ccc(Br)cc1
 : 1.8, 23.3, 8.2, -9.1, -16.5, ., 4.3
24. Cc1cccnc1C(NC(=O)C1CCN(CCCOc2ccccc2)CC1)c1ccc(F)cc1 (configuration not stated)
 : -1.5, 0.6, ., 9.5, 0.8, 4.6, 2.6
25. Cc1ccc(CNC(=O)C2CC(c3cccc([N+](=O)[O-])c3)=NO2)cc1 (configuration not stated)
 : 1.4, 9.1, -3.8, 4.1, -24.1, -4.5, 1.1
26. Cc1ccccc1N1CCN(CCN2C(=O)CC(=C3c4ccccc4-c4ccccc43)C2=O)CC1
 : ., 8.1, ., 2.3, ., 1.2, .
27. CCOc1cc(N2CCOCC2)c(OCC)cc1NC(=O)COC(=O)COc1cc(C)cc(C)c1
 : 1.5, ., 1.7, -16.1, -15.3, ., -0.2
28. S=C(Nc1ccccc1Cl)N(CCCN1CCOCC1)Cc1ccco1
 : ., 0.4, ., 4.0, -6.1, 0.4, .
29. Cc1ccccc1N1CCN(Cc2ccc([N+](=O)[O-])o2)CC1
 : 8.0, -2.0, 1.2, 10.0, -0.5, 1.6, 2.2
30. O=[N+]([O-])c1ccc(C2=Nn3c(Cn4nnc5ccccc54)nnc3SC2)cc1
 : -2.1, ., 10.5, ., 11.7, 5.1, -9.9
31. Cn1c(N2CCC(C(N)=O)CC2)nc2c1c(=O)n(Cc1ccc(Br)cc1)c(=O)n2C
 : ., 12.4, ., 7.2, ., 0.3, .
32. N#Cc1ccccc1NC(=O)c1cc(=O)c2ccccc2o1
 : -1.0, ., 1.0, ., -48.1, ., -2.5
33. COc1ccc(CCNC(=O)c2c(C)nn(-c3ccccc3)c2Cl)cc1OC
 : 1.6, -2.4, -5.7, -5.0, 11.4, 0.5, 0.6
34. COCCn1c(=S)[nH]c2cc(C(=O)NCCCN3CCOCC3)ccc2c1=O
 : 7.0, -1.8, -0.4, -23.2, 10.0, ., 2.5
35. CCN1CCN(c2cc3c(cc2F)c(=O)c(C(=O)O)cn3C2CC2)CC1
 : -6.0, 3.1, -18.8, 4.6, -14.6, -4.1, 4.4&8.1
36. COCCCNC(=S)N/N=C/c1ccc(O)cc1O
 : -2.3, ., -1.3, ., -35.1, -3.8, -4.2
37. COc1ccc(Br)cc1[C@H]1[C@H]2C=CC[C@@H](C)[C@@H]2C(=O)N1Cc1ccccc1
 : -0.2, -3.2, ., 12.1, 33.2, 6.3, -0.8
38. Cc1ccc(Nc2nc(N)nc(CN3CCN(Cc4ccc5c(c4)OCO5)CC3)n2)cc1C
 : -1.3, ., 3.1, ., 1.3, 1.6, -5.4
39. CCCn1c(=O)c(C(=O)NNC(=O)c2ccccc2[N+](=O)[O-])c(O)c2ccccc21
 : 4.9, -3.1, -2.5, 10.0, -8.3, 1.8, -11.2
40. Cc1ccc2c(c1C)C(=O)C(=O)N2
 : 0.3, ., 3.6, ., ., 1.2, -1.5
41. OCCC1CN(Cc2ccccc2-c2ccco2)CCN1Cc1ccsc1 (configuration not stated)
 : 2.0, -6.4, 6.5, 7.9, 3.4, 6.2, -5.0
42. CC(C)NC(=O)N1CC2(C1)[C@@H](c1ccccc1)[C@H](CO)N2C(=O)c1ccccn1
 : -0.4, ., -1.8, ., 9.7, ., 9.5
43. O=C1CCC(C(=O)NCc2ccc3c(c2)OCO3)N1 (configuration not stated)
 : -1.2, ., ., ., 3.3, -6.2, 4.3
44. Cc1ccc(NC(=O)CSc2nnc(Cn3c(=O)sc4ccccc43)n2C)cc1Cl
 : -3.7, 1.0, ., 5.8, -2.6, -5.0, -1.7
45. COc1cc2c(cc1OC)-c1cc(Nc3cccc(C)c3)nc(=O)n1CC2
 : 1.1, -1.2, -6.2, -12.8, -48.7, 15.3, 2.9
46. Cn1nnnc1Sc1ncnc2scc(-c3ccc([N+](=O)[O-])cc3)c12
 : 2.1, -30.2, ., 16.1, 91.0*, 17.7, -4.2
47. CC1Cc2ccccc2N1S(=O)(=O)c1cccc(C(=O)NCCCn2ccnc2)c1 (configuration not stated)
 : -4.3, ., 2.9, ., -1.4, -3.3, 0.9
48. CC1(Oc2ccc(Cl)cc2)CCN(Cc2ccc(OC(F)(F)F)cc2)C1 (configuration not stated)
 : 2.3, -5.5, -8.8, 13.2, -6.6, 0.1, -6.4
49. CCn1cc(C(=O)NCc2ccco2)c(=O)c2cc(S(=O)(=O)N3CCCCCC3)ccc21
 : ., 2.4, ., 0.7, ., -3.3, .
50. Cc1noc(C)c1NC(=O)N[C@H]1C=C[C@H](CC(=O)N2CCCCC2)O[C@@H]1CO
 : -2.0, 0.3, -0.2, -13.0, -1.6, 5.3, -28.3
51. O=C(COC(=O)CNC(=O)C1CCCCC1)Nc1ccccc1
 : -0.4, -2.6, ., 14.8, -14.9, -8.2, 1.1
52. CSc1ccc(CN2CCCC(CNC(=O)c3ccc(F)cc3)C2)cc1 (configuration not stated)
 : -2.5, ., -5.7, ., 0.2, -3.7, -5.2
53. COc1cc2c(=O)n(CCCC(=O)NCC3CCCO3)c(=O)n(CC(=O)c3ccc(F)cc3)c2cc1OC (configuration not stated)
 : -0.7, 4.4, -4.0, -2.9, -12.6, 0.7, -4.1
54. Cc1cnc(C(=O)N2CCN(S(=O)(=O)c3cccc(Br)c3)CC2)cn1
 : 3.1, 4.1, ., -1.4, -0.9, 4.2, -3.4
55. Cn1cc(Br)c(-c2cccc(NC(=O)CCC(=O)O)c2)n1
 : 1.3, ., 0.7, ., 8.5, -1.3, -6.1
56. Cc1cccc(CC2S/C(=N/N=C/c3ccco3)NC2=O)c1 (configuration not stated)
 : 2.9, 4.0, -0.7, 2.8, -22.0, 2.7, -1.1
57. COCC(=O)Nc1ccc2c(c1)[C@H]1C[C@H](CC(=O)OC)O[C@@H](CO)[C@H]1O2
 : ., 0.2, ., 1.8, 6.4, -4.7, .
58. CCOC(=O)C1CCN(C(=O)CCNS(=O)(=O)c2cc(Br)cnc2N)CC1
 : 5.1, -3.5, 3.1, 24.1, -13.1, -7.4, 26.9
59. CCCCN(C)CCCNC(=O)c1ccc2c(c1)N(CC)C(=O)c1ccccc1S2=O (configuration not stated)
 : -13.9, -1.1, -0.8, -0.3, -22.5, -3.7, 0.7

Record cards, as listed above.
Listed for COCCCNC(=S)N/N=C/c1ccc(O)cc1O : CASP6 VEID inh = -2.3; esBAF inh = .; SIRT5 block = -1.3; C2C12 statin = .; LGR2 inh = -35.1; FN deposition inh = -3.8; S100A4 inh HTS = -4.2
Listed for CSc1ccc(CN2CCCC(CNC(=O)c3ccc(F)cc3)C2)cc1 (configuration not stated) : CASP6 VEID inh = -2.5; esBAF inh = .; SIRT5 block = -5.7; C2C12 statin = .; LGR2 inh = 0.2; FN deposition inh = -3.7; S100A4 inh HTS = -5.2

Only part of the results is shown, so the mix of outcomes need not match the whole.
